INS-1E GSIS act = GLuc luminescence reporter in INS-1E cells, primary screen for activators of glucose-dependent secretion of insulin. INS-1E GLuc reporter insulin secretion, 2-3 h. AID 743287. activation, % at 16.6 µM. actives 0.61% (n = 370,000);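 active = lowest replicate activation of at least 40%, so every replicate reaches that level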;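 also: 0% = median of neutral control wells and 100% = median of IBMX positive control wells; some compounds called inactive have numbers as strong as hits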
XiGFP reactiv = X-chromosome reactivation activator; XiGFP mouse fibroblasts, % GFP-positive cells imaging, 3 d; cells co-treated with 5-aza-dC sensitizer; scaled so ellipticine positive control = 100%; activation, % at 7.58 µM; AID 743238; actives 0.055% (n = 360,000);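 active = mean normalized replicate activation at least 10% and every replicate at or above 10%; inconclusive = only one of the two criteria met; inactive = mean below 10% and not all replicates reach 10%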;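 also: 0% = median of on-plate neutral control wells and 100% = ellipticine 6 µM median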
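Material: XiGFP fibroblasts, SV40-immortalized; Buffer or medium: DMEM containing 5-aza-dC; Compound dosing: single point; Times: 3 days compound exposure.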
RAD52 inh = blocks human RAD52 DNA annealing; AID 651710; inhibition, % at 18.7 µM; recombinant RAD52 DNA annealing, FRET fluorescence; actives 0.46% (n = 360,000);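 active = every replicate showing at least 50% inhibition; inconclusive = mean inhibition at least 50% but not in every replicate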
DENV2 CPE = DENV2-induced cell death inhibition; DENV2-infected cells, cytopathic effect rescue, plate reader; CPE inhibition, % at 9.99 µM; actives 1.7% (n = 350,000); AID 651640; in the data active = CPE inhibition above about 20%, passing the limit was not always enough; inconclusive = no clear call, values can overlap the other calls; tested in BHK-21 cells;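 also: 0% = median of neutral control wells and 100% = median of positive control wells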
Casp6 inh = blocks human caspase-6 cleavage activity; P55212; purified caspase-6, Z-VEID-R110 cleavage fluorescence; inhibition, % at 12.5 µM; actives 0.53% (n = 350,000);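 active = mean inhibition across replicates at least about 35%, with every replicate also reaching that limit, limit read from the data; inconclusive = only one of the two criteria met; inactive = neither criterion met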;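 also: 0% = median of neutral control wells and 100% = no fluorescence left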
Target sequence (P55212 24-179 limits assumed): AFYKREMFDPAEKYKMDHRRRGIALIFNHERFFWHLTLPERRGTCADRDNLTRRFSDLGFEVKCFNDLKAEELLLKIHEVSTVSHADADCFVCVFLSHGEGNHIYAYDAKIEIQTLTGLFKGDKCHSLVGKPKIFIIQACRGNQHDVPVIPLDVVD
Target sequence (P55212 194-293 limits assumed): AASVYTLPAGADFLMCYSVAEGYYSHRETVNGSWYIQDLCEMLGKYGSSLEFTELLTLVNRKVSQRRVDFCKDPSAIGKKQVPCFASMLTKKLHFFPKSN
E-selectin induc = induces E-selectin expression in human endothelial cells. P16581. HUVEC E-selectin immunofluorescence imaging; normalized: neutral wells 0, TNF-alpha wells 100. AID 686992. actives 0.37% (n = 260,000). activation, % at 7.58 µM;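 active = mean E-selectin-positive cell signal at least 10% of the positive control, reached in at least 60% of replicates, without over 20% cell loss; inconclusive = no rule given, readout overlaps actives, possibly toxicity-flagged; inactive = the rest, including those meeting only one limit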;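 also: in these data hits start at about 27%; measured in HUVEC primary endothelial cells; signal is the percent of cells scored E-selectin positive by PE staining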
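Assay system: HUVEC, human umbilical vein endothelial cells / Amount: 3,000 HUVEC/well / Controls: TNF-alpha positive control, DMSO neutral control / Compound dosing: single concentration / Medium: EGM-2 over gelatin coat / Evaluation: percent E-selectin-positive cells / Signal: immunofluorescence imaging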
F508del corr = CFTR F508del correction in bronchial cells | CFBE cells, YFP halide quenching; stimulated with forskolin plus potentiator P3; % fluorescence drop versus neutral controls | activity (quench increase), % at 7.58 µM | actives 0.36% (n = 350,000) | AID 720511;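 active = mean added fluorescence quench of at least 8% versus neutral control, with both replicates also reaching 8%; inconclusive = only one of the mean or replicate conditions met; inactive = mean below 8% and not both replicates reaching 8%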;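 also: cells transiently co-express mutant CFTR-F508del with the halide-sensitive YFP; corrector assay measuring rescue of mutant channel to the surface after 24 h compound exposure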
RAD54 branch = RAD54 (human) branch migration inhibition; Q92698; RAD54 Holliday junction branch migration, FAM/BHQ fluorescence; inhibition, % at 10.4 µM; actives 0.14% (n = 360,000); AID 602329;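 active = mean normalized replicate activity at least 40 and at least half of replicates scoring 40 or more; inconclusive = only one of the two criteria met; inactive = mean below 40 and under half of replicates reaching 40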;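 also: 0% = median of neutral control wells and 100% = median of positive control wells; inhibitors cause a drop in the FAM fluorescence signal; in these data hits start at about 50%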
Target sequence (Q92698 whole entry, looked up): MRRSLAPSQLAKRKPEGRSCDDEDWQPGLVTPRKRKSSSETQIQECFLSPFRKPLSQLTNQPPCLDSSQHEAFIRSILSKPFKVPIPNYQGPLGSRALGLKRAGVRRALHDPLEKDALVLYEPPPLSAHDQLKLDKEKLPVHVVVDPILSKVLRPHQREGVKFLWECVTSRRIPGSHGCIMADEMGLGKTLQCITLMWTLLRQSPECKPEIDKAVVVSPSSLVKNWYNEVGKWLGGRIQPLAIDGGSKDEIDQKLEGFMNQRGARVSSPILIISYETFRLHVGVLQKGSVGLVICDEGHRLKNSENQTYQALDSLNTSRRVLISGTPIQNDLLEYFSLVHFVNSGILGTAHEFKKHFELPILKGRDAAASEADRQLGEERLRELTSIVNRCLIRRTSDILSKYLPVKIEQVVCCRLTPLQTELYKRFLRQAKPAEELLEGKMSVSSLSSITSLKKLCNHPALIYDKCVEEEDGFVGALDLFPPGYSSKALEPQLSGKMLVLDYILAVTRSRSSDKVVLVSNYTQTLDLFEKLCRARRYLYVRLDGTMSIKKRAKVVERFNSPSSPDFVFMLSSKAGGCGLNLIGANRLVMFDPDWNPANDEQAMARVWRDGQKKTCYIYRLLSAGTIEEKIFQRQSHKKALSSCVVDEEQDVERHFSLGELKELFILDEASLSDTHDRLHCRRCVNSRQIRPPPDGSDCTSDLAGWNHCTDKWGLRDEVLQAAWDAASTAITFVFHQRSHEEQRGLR
* marks the source's active call; other numbers are inactive results. Not a hit list; overall some 3.7% were active at least once.

Screening O=C(CSc1nc2ccccc2nc1N1CCCCC1)Nc1ccc(F)cc1 returned XiGFP reactiv 0.0, RAD52 inh -18.6, DENV2 CPE -2.4, Casp6 inh -2.0, E-selectin induc 0.6, F508del corr -2.2 and RAD54 branch -2.1.
Screening Cn1c(=O)[nH]c(=O)c2c1[nH]c(=S)n2Cc1ccccc1 returned INS-1E GSIS act 9.1, XiGFP reactiv 0.0, RAD52 inh -6.2, DENV2 CPE -7.1, Casp6 inh -3.6, E-selectin induc -0.1, F508del corr 2.9 and RAD54 branch -4.7.
`CC(=O)N1CC2(C1)[C@@H](c1ccccc1)[C@@H](CO)N2S(=O)(=O)c1ccccc1` gave INS-1E GSIS act -6.8, XiGFP reactiv 0.3, RAD52 inh -13.1, DENV2 CPE 3.2, Casp6 inh 0.0 and F508del corr -0.1.
`CN(C)CC#CCC(O)(c1ccccc1)c1ccccc1` gave XiGFP reactiv 0.0, RAD52 inh -3.1, DENV2 CPE -5.0, Casp6 inh -0.4 and F508del corr 1.5.
COc1ccc(OC)c(NC(=O)CSc2nn3c(=O)c(C)nnc3s2)c1 was read as INS-1E GSIS act 0.5, XiGFP reactiv 0.0, RAD52 inh -5.8, DENV2 CPE 0.5, Casp6 inh 2.2, E-selectin induc -0.3, F508del corr -2.2 and RAD54 branch -15.8.
Screening COc1ccc(NC(=O)C2=NN(C3CCS(=O)(=O)C3)C(=O)CC2)cn1 (centres undefined) returned INS-1E GSIS act -3.5, XiGFP reactiv 0.0, RAD52 inh -13.6, DENV2 CPE -3.9, Casp6 inh 10.1 and F508del corr -2.9.
`O=C1CCCN1CCCNCCCn1cnc2c(OCc3ccccc3)ncnc21` gave XiGFP reactiv 0.1, RAD52 inh -12.7, DENV2 CPE 7.5, Casp6 inh 0.6, F508del corr -0.6 and RAD54 branch -17.6.
Clc1ccc(-c2nc3ccc(Br)cn3c2Cc2ccsc2)cc1 was read as INS-1E GSIS act -30.2, XiGFP reactiv 0.1, RAD52 inh -86.4, DENV2 CPE inconclusive, Casp6 inh -1.8, E-selectin induc -1.7, F508del corr 1.2 and RAD54 branch 0.4.
COc1ccc(NC(=O)c2sc3nc(C)nc(N4CCN(c5ccccn5)CC4)c3c2C)cc1Cl was read as INS-1E GSIS act -5.9, XiGFP reactiv 1.2, RAD52 inh -32.7, DENV2 CPE 1.8, F508del corr 3.4 and RAD54 branch 5.7.
For C[C@@H]1CN([C@H](C)CO)C(=O)c2cccc(NC(=O)CCCCCC(=O)Nc3ccccc3N)c2O[C@@H]1CN(C)S(C)(=O)=O the results were INS-1E GSIS act 5.4, XiGFP reactiv -1.5, RAD52 inh -4.3, DENV2 CPE 1.2, Casp6 inh -3.2 and F508del corr 2.3.
For O=C(Nc1ccccc1)Nc1ccc2c(c1)[C@@H]1C[C@H](CC(=O)N3CCCCC3)O[C@H](CO)[C@@H]1O2 the results were INS-1E GSIS act 4.2, XiGFP reactiv 0.2, RAD52 inh 18.8, DENV2 CPE 2.3, Casp6 inh 0.9, E-selectin induc 0.6, F508del corr -3.5 and RAD54 branch -3.8.
COc1ccc(NC(=O)CN(C)C(=O)c2cc(C3CC3)nn2-c2ccccc2)cc1 was read as INS-1E GSIS act -2.8, XiGFP reactiv 0.5, RAD52 inh -34.0, DENV2 CPE -0.7, Casp6 inh -1.7, E-selectin induc 0.4, F508del corr 4.4 and RAD54 branch -10.5.
COCC(=O)N1[C@H](C#N)[C@H](c2ccccc2-c2cccc(OC)c2)[C@@H]1CO was read as INS-1E GSIS act -0.2, XiGFP reactiv 0.2, RAD52 inh -10.0, DENV2 CPE -11.7, Casp6 inh -1.7, E-selectin induc 0.0 and F508del corr 1.0.
CC1CCc2[nH]c3ccc(C(=O)NCCCOC(C)C)cc3c2C1 (centres undefined) was read as INS-1E GSIS act -25.3, XiGFP reactiv 0.2, RAD52 inh -20.4, DENV2 CPE -10.5, Casp6 inh 2.5, E-selectin induc 0.1 and F508del corr -4.6.
CC(=O)c1cnc2c(-c3ccccc3)c(-c3ccccc3)nn2c1C was read as INS-1E GSIS act 4.9, XiGFP reactiv 0.0, RAD52 inh -11.6, DENV2 CPE 2.8, Casp6 inh -1.3, E-selectin induc 0.4, F508del corr 2.6 and RAD54 branch 0.1.
For C[C@@H]1CN([C@H](C)CO)C(=O)c2cc(-c3ccc(F)cc3)cnc2O[C@H]1CN(C)Cc1ccccn1 the results were INS-1E GSIS act 42.0, XiGFP reactiv 0.2, RAD52 inh -19.1, DENV2 CPE 0.7, Casp6 inh -1.4, E-selectin induc 0.5, F508del corr -3.3 and RAD54 branch -1.2.
Screening COc1ccc(-c2cc(-c3nc4ccccn4c3NCc3ccccc3)ccc2OC)cc1 returned INS-1E GSIS act -43.9, XiGFP reactiv 0.0, RAD52 inh -4.4, Casp6 inh 5.1, E-selectin induc -0.2, F508del corr 3.5 and RAD54 branch -4.7.
For O=C1NC[C@@H](CCCCN2CCN(CCc3ccc(O)cc3)C(=O)C2=O)N(CC2CCCCC2)C1=O the results were INS-1E GSIS act 11.1, XiGFP reactiv 0.5, RAD52 inh -8.5, DENV2 CPE -9.9, Casp6 inh 4.2, E-selectin induc 0.0 and F508del corr -2.7.
For O=C(NCc1ccccc1)c1cc(C2CCCCN2C(=O)c2ccccc2)on1 (centres undefined) the results were XiGFP reactiv 0.0, RAD52 inh -1.9, DENV2 CPE 3.8, Casp6 inh 0.7, E-selectin induc -0.9, F508del corr -1.2 and RAD54 branch -7.6.
For Cc1ccc(CNC(=O)CNS(=O)(=O)c2ccc(Br)s2)cc1 the results were INS-1E GSIS act 13.7, XiGFP reactiv 0.0, RAD52 inh -0.1, DENV2 CPE 17.3, Casp6 inh 8.3, F508del corr 0.9 and RAD54 branch -8.1.
`CC1CCc2sc(C(=O)N3CCN(c4ncccn4)CC3)cc2C1` (centres undefined) gave INS-1E GSIS act 24.5, XiGFP reactiv 0.0, RAD52 inh -8.1, DENV2 CPE 3.0, Casp6 inh 6.2, E-selectin induc 0.4, F508del corr 1.9 and RAD54 branch 2.8.
Screening O=C(C[C@@H]1CC[C@@H]2[C@H](COC[C@@H](O)CN2C(=O)Nc2ccc(Cl)cc2)O1)NCCc1ccncc1 returned INS-1E GSIS act -15.7, XiGFP reactiv -0.1, RAD52 inh -18.0, DENV2 CPE 16.0, Casp6 inh 0.2, E-selectin induc 0.0, F508del corr -1.0 and RAD54 branch 2.0.
`Cc1ccc(C)c(S(=O)(=O)N(C)C2CCS(=O)(=O)C2)c1` (centres undefined) gave INS-1E GSIS act 4.4, XiGFP reactiv 0.1, RAD52 inh -11.4, DENV2 CPE -3.8, Casp6 inh -0.1, E-selectin induc 0.1, F508del corr -1.2 and RAD54 branch 4.1.
Screening O=C(CCN1CCCCC1)NCC[C@@H]1CC[C@@H](NC(=O)Cc2cccnc2)[C@H](CO)O1 returned INS-1E GSIS act 14.4, XiGFP reactiv 0.0, RAD52 inh -7.8, DENV2 CPE -1.0, Casp6 inh -19.1, E-selectin induc -0.1, F508del corr -1.6 and RAD54 branch 0.2.
Screening CCOc1ccc(C(=O)CN2C(=O)NC3(CCCCCC3)C2=O)cc1 returned INS-1E GSIS act 4.3, XiGFP reactiv -0.1, RAD52 inh -42.9, DENV2 CPE 10.2, Casp6 inh 0.5, F508del corr 0.5 and RAD54 branch -4.9.
For CCCC(=O)N1CCCC1(C)C(=O)NCc1ccc(SC)cc1 (centres undefined) the results were INS-1E GSIS act 8.6, XiGFP reactiv 0.2, RAD52 inh -15.4, DENV2 CPE -11.3, Casp6 inh -3.1, E-selectin induc -0.1, F508del corr -2.7 and RAD54 branch 0.4.
C[C@H](CO)N1C[C@H](C)[C@H](CN(C)S(=O)(=O)c2ccc(F)cc2)Oc2ccc(NC(=O)CCN3CCOCC3)cc2C1=O was read as INS-1E GSIS act 17.4, XiGFP reactiv -0.2, RAD52 inh -10.8, DENV2 CPE 3.4, Casp6 inh 0.9, E-selectin induc 0.3, F508del corr 1.0 and RAD54 branch 0.3.
Screening Cc1ccccc1OCC(O)Cn1c(N2CCN(c3ccccc3)CC2)nc2c1c(=O)[nH]c(=O)n2C (centres undefined) returned XiGFP reactiv 0.0, RAD52 inh -14.0, DENV2 CPE -1.7, Casp6 inh 0.1 and F508del corr 0.5.
`CN(CCc1ccccc1)C(=O)c1ccc(NC(=O)Cc2cccc(NC(=O)C3CCN(C(=O)c4ccccc4)CC3)c2)cc1` gave INS-1E GSIS act -2.2, XiGFP reactiv 0.2, RAD52 inh 0.4, DENV2 CPE 3.5, Casp6 inh -1.9, E-selectin induc -0.1, F508del corr -2.1 and RAD54 branch 3.4.
Screening CC(C)(C)c1ccc(Oc2coc3cc(OCC(=O)O)ccc3c2=O)cc1 returned INS-1E GSIS act 16.0, XiGFP reactiv 0.1, RAD52 inh -15.2, DENV2 CPE -2.0, Casp6 inh 3.8, E-selectin induc -0.1, F508del corr 0.4 and RAD54 branch -5.7.
Screening C[C@H]1CN([C@@H](C)CO)C(=O)c2cc(-c3ccccc3F)cnc2O[C@@H]1CN(C)C(=O)NC1CCCC1 returned INS-1E GSIS act -6.0, XiGFP reactiv -0.5, RAD52 inh -9.2, DENV2 CPE -8.5, Casp6 inh 0.6, E-selectin induc -4.0, F508del corr 1.9 and RAD54 branch 1.5.
Screening OC[C@@H]1Nc2ccc(C#Cc3ccc(F)cc3)cc2[C@H]2[C@@H]1CCN2Cc1ccc2c(c1)OCO2 returned INS-1E GSIS act -13.0, XiGFP reactiv -0.1, RAD52 inh -32.7, DENV2 CPE -32.9, Casp6 inh 0.3, E-selectin induc 0.0, F508del corr -1.9 and RAD54 branch -3.1.
CCOc1ccc(C(C(=O)NCC2CCCO2)N(Cc2ccccc2)C(=O)c2snc(C(N)=O)c2N)cc1 (centres undefined) was read as INS-1E GSIS act -17.1, XiGFP reactiv 0.3, RAD52 inh -24.9, DENV2 CPE -3.7, Casp6 inh 3.9, E-selectin induc 0.1, F508del corr -0.6 and RAD54 branch -0.7.
For O=S(=O)(Nc1cc(S(=O)(=O)N2CCOCC2)ccc1O)c1ccc2c(c1)OCCCO2 the results were INS-1E GSIS act -1.1, XiGFP reactiv 0.0, RAD52 inh -7.5, DENV2 CPE -2.2, Casp6 inh 1.9, E-selectin induc -0.2, F508del corr 3.5 and RAD54 branch -6.0.
Screening CC(C)C(=O)Nc1ccc2c(c1)C(=O)N(C)[C@@H]1CC[C@@H](CC(=O)Nc3ccccc3)O[C@H]1CO2 returned INS-1E GSIS act 3.3, XiGFP reactiv 0.0, RAD52 inh 0.8, DENV2 CPE 0.0, Casp6 inh -0.6, E-selectin induc -0.1, F508del corr -3.7 and RAD54 branch -0.1.
CCCC#Cc1ccc([C@H]2[C@H](CO)N3C(=O)CN(S(=O)(=O)Cc4ccccc4)C[C@@H]23)cc1 was read as INS-1E GSIS act -8.5, XiGFP reactiv 0.9, RAD52 inh 10.1, DENV2 CPE -12.9, Casp6 inh 0.7, E-selectin induc 0.7 and F508del corr -0.3.
O=C(Cc1ccc(NC(=O)C2CCCN(C(=O)C3CCCCC3)C2)cc1)Nc1ccc(C(=O)N2CCOCC2)cc1 (centres undefined) was read as INS-1E GSIS act 1.7, XiGFP reactiv 0.1, RAD52 inh -0.5, DENV2 CPE -8.2, Casp6 inh 0.2, E-selectin induc 0.4, F508del corr 2.8 and RAD54 branch 1.0.
For N#C/C(=C\c1ccc(F)cc1F)S(=O)(=O)c1ccccn1 the results were XiGFP reactiv 0.0, RAD52 inh -12.5, DENV2 CPE -2.9, Casp6 inh 6.8 and F508del corr 1.0.

Screening data from PubChem BioAssay.
